Source: PubChem BioAssay
TAG inh – inhibitors of triacylglycerol accumulation, primary screen, cell-based, uHTS, fluorescence, H9c2. 0.66% of 230,000 active. inhibition, % at 12.5 µM. H9c2 cells, Nile Red lipid (TAG) fluorescence; cells loaded with 200 µM oleic acid. AID 651582, 2012;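 active means pattern-corrected inhibition of lipid staining of at least 50% with the nuclear-stain viability signal not falling by more than 50%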;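 further: 0% = DMSO wells and 100% = triacsin C control wells; some results filed as inactive read as strong as hits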
TAG inh DAPI viability – further read-out of TAG inh, marked with its call; DAPI nuclei signal change (viability), lower = more cytotoxic, %;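 whole-well DAPI fluorescence read on a plate reader as a viability signal; minus 50 percent equals half of cells still viable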
An asterisk follows results filed as active; & = joins results of further samples. These rows are one share of the data. The share of hits here may be higher or lower than overall.

SMILES | TAG inh | TAG inh DAPI viability
O=C1C(=O)N(c2ccc(O)cc2)C(c2ccccc2[N+](=O)[O-])/C1=C(\O)c1ccccc1 (stereo not drawn) | 1 | -1
CSc1ccc(S(=O)(=O)NCC(=O)OCCOc2ccccc2)cc1[N+](=O)[O-] | 2 | 2
O=C(NC(=S)Nc1ccccc1C(F)(F)F)c1ccccc1F | 4 | -2
Cn1c(SCC(=O)Nc2ccc3[nH]c(=O)[nH]c3c2)nnc1-c1ccc(F)cc1 | -9 | 6
CNS(=O)(=O)c1cc2c3c(cccc3c1)C(=O)NC2=O | 10 | 0
CCOC(=O)C1CCN(C(=O)Cc2ccc(C)cc2)CC1 | -2 | 2
CC(C)CN(C(=O)COC(=O)CN1C(=O)c2ccccc2C1=O)c1c(N)n(Cc2ccccc2)c(=O)[nH]c1=O | -2 | 10
COCCN1CCN(C(=O)C2CCC(=O)N(Cc3cccc(C(F)(F)F)c3)C2)CC1 (stereo not drawn) | -7 | 4
COc1nc(NCc2ccco2)nc(N2CCC(C)CC2)n1 | -1 | 0
CSc1ccc(CCNC(=O)c2cc(C)nn2-c2ccccc2)cc1 | -16 | -2
CN1CCN(c2ccc3c(c2)C2CC3CCN2C(=O)OCc2ccccc2)CC1 (stereo not drawn) | 1 | 21
COc1ccc(NC(C)=O)cc1S(=O)(=O)N1CC=C(c2ccccc2)CC1 | -7 | -8
COc1cccc(C(NC(C)=O)c2nc(-c3cccc(C(F)(F)F)c3)cs2)c1 (stereo not drawn) | -4 | 7
O=C(CC1(c2ccc(Cl)cc2)C2CC3CC(C2)CC1C3)NCCO (stereo not drawn) | -4 | -1
CCC1C(=O)NCCN1C(=O)CCc1nnc(CCc2ccc(OC)cc2)o1 (stereo not drawn) | 1 | 8
Cc1ccc(N2C(S)=C(C#N)C(=O)NC2c2ccco2)cc1 (stereo not drawn) | -13 | 11
CC1CC(C)CN(C(=O)c2ccc3c(c2)N(Cc2ccccc2)CCS3)C1 (stereo not drawn) | -9 | 10
COC1(OC)N=C(N)C2(C#N)C(c3ccccc3)NC(C)=CC12C#N (stereo not drawn) | 7 | -2
COCCN(C(=O)COC(=O)C(C)(C)Oc1ccc(Cl)cc1)c1c(N)n(Cc2ccccc2)c(=O)[nH]c1=O | -3 | -7
O=C(NCCS(=O)(=O)NCc1ccccc1)c1ccccc1 | 3 | 7
Cc1cc(C)n(C(C)n2nc(C)cc2C)n1 | 3 | 2
CN=C(Nc1cc(Cl)ccc1Cl)SC1CC(=O)N(c2ccc(C(=O)OC)cc2)C1=O (stereo not drawn) | 2 | 6
COc1ccc(NC(=O)Nc2nc(C(N)CC(C)C)cs2)cc1 (stereo not drawn) | 34 | -1
CC1=CC(C)(C)NC(=S)N1NC(=O)c1ccccc1Cl | 4 | -7
Cc1ccc(C(=O)NCCc2nnc3ccc(SCC(=O)N4CCCCC4)nn23)cc1 | 14 | -4
Cc1cc2c(ncn2C)c(NS(=O)(=O)c2ccccc2Cl)c1C | -15 | 8
COc1ccc(CCC(=O)NNC(=O)Nc2cc(Cl)ccc2C)cc1 | -1 | 5
CCOC(=O)c1cc(C)n(-c2ccc(OC)c(OC)c2)c1C | -19 | 14
COc1ccc2oc(C(=O)Nc3nc4ccccc4[nH]3)c(C)c2c1 | 13 | -9
C=C(c1cccc2ccccc12)P(=O)(O)O | 4 | 6

Some of the entries so far, in markdown.
| SMILES | TAG inh | TAG inh DAPI viability |
| --- | --- | --- |
| Cc1cc2c(ncn2C)c(NS(=O)(=O)c2ccccc2Cl)c1C | -15 | 8 |
| COc1ccc(CCC(=O)NNC(=O)Nc2cc(Cl)ccc2C)cc1 | -1 | 5 |

16 neighbouring compounds already listed, for reference:
SMILES | TAG inh | TAG inh DAPI viability
COc1ccc(NC(C)=O)cc1S(=O)(=O)N1CC=C(c2ccccc2)CC1 | -7 | -8
COc1cccc(C(NC(C)=O)c2nc(-c3cccc(C(F)(F)F)c3)cs2)c1 (stereo not drawn) | -4 | 7
O=C(CC1(c2ccc(Cl)cc2)C2CC3CC(C2)CC1C3)NCCO (stereo not drawn) | -4 | -1
CCC1C(=O)NCCN1C(=O)CCc1nnc(CCc2ccc(OC)cc2)o1 (stereo not drawn) | 1 | 8
Cc1ccc(N2C(S)=C(C#N)C(=O)NC2c2ccco2)cc1 (stereo not drawn) | -13 | 11
CC1CC(C)CN(C(=O)c2ccc3c(c2)N(Cc2ccccc2)CCS3)C1 (stereo not drawn) | -9 | 10
COC1(OC)N=C(N)C2(C#N)C(c3ccccc3)NC(C)=CC12C#N (stereo not drawn) | 7 | -2
COCCN(C(=O)COC(=O)C(C)(C)Oc1ccc(Cl)cc1)c1c(N)n(Cc2ccccc2)c(=O)[nH]c1=O | -3 | -7
O=C(NCCS(=O)(=O)NCc1ccccc1)c1ccccc1 | 3 | 7
Cc1cc(C)n(C(C)n2nc(C)cc2C)n1 | 3 | 2
CN=C(Nc1cc(Cl)ccc1Cl)SC1CC(=O)N(c2ccc(C(=O)OC)cc2)C1=O (stereo not drawn) | 2 | 6
COc1ccc(NC(=O)Nc2nc(C(N)CC(C)C)cs2)cc1 (stereo not drawn) | 34 | -1
CC1=CC(C)(C)NC(=S)N1NC(=O)c1ccccc1Cl | 4 | -7
Cc1ccc(C(=O)NCCc2nnc3ccc(SCC(=O)N4CCCCC4)nn23)cc1 | 14 | -4
Cc1cc2c(ncn2C)c(NS(=O)(=O)c2ccccc2Cl)c1C | -15 | 8
COc1ccc(CCC(=O)NNC(=O)Nc2cc(Cl)ccc2C)cc1 | -1 | 5

(list continues)
SMILES | TAG inh | TAG inh DAPI viability
CCCCCOC(=O)c1ccc(NC(=O)c2ccco2)cc1 | 8 | -11
CC(C)(C)c1[nH]nc2c1C(c1ccco1)C(C#N)=C(N)O2 (stereo not drawn) | -17 | 2
Cc1ccnc(NC(=O)COC(=O)C23CC4CC(CC(C4)C2)C3)n1 | 0 | -2
C=CCN1C(=O)CN=C1Nc1cc(C)ccc1C | 6 | -6
COc1cccc(CC(=O)N2CCN(c3ccccc3[N+](=O)[O-])CC2)c1 | -3 | 0
CC1(C(=O)NCC2CC2)Cc2c(-c3ccccc3)ccnc2O1 (stereo not drawn) | 15 | 1
Cc1c(Br)c([N+](=O)[O-])nn1CC(=O)Nc1ccc(Cc2ccncc2)cc1 | 0 | -11
COC(=O)c1c(-c2ccc(C)cc2)csc1NC(=O)Cc1ccc(OC)c(OC)c1 | 13 | 9
N#CCCn1cc(C(=O)Nc2cccc(C(=O)O)c2)c(-c2ccc(Cl)cc2)n1 | 4 | 6
CCN1CCc2c(sc(NC(=O)c3ccc(S(=O)(=O)N4CCOCC4)cc3)c2C(=O)OC)C1 | 13 | 9
COc1cccc(-c2nc(-c3ccc(NC(=O)Cc4ccccc4OC)cc3)no2)c1 | 51* | -5.0*
O=C(CCN=C1NS(=O)(=O)c2ccccc21)OCc1cccc(Cl)c1 | 3 | -13
COc1ccc(S(=O)(=O)NC(CC(=O)NCc2ccc3c(c2)OCO3)c2ccco2)cc1 (stereo not drawn) | -3 | -1
CC(C)CCC1(C)NC(=O)N(CC(=O)Nc2ccc3c(c2)OCCO3)C1=O (stereo not drawn) | 1 | -6
CCC(=O)N1CCc2cc(S(=O)(=O)CCC(=O)N3CCc4ccccc4C3)ccc21 | 9 | -6
C=CCC(O)(CC=C)CNC(=O)c1ccc(OC)c(OC2CCN(C(C)=O)CC2)c1 | -2 | 6
C/C(=N\NC(=O)Cc1cc(=O)[nH][nH]1)c1cccc([N+](=O)[O-])c1 | 19 | -1
CC1CCCC(NC(=O)CC2Nc3ccccc3NC2=O)C1C (stereo not drawn) | -1 | 11
O=C(Nc1cccc(Cl)c1)NC1CC2CCC(C1)N2Cc1ccco1 (stereo not drawn) | 15 | 9
COc1ccc(N(Cc2ccccc2)S(=O)(=O)c2cccc(C(=O)NC3=NCCS3)c2)cc1 | 4 | 5
CC(C)(C)OC(=O)N1CCC(NC(=O)c2[nH]cnc2C(=O)Nc2ccon2)CC1 | -4 | -3
CC1=NNC(=O)C1CCC(=O)N/N=C\c1ccc(Cl)c(Cl)c1 (stereo not drawn) | 25 | -16
CCOC(=O)C1CCCN(C(=O)Cn2nc(Cc3cccnc3)c3ccccc3c2=O)C1 (stereo not drawn) | 5 | 4
CCOC(=O)C1CN(Cc2ccccc2)C(=O)C1=O (stereo not drawn) | -6 | 7
Cc1ccccc1CN(C)C(C)C(=O)Nc1ccccc1F (stereo not drawn) | -13 | -1
O=C(NCCCN1CCOCC1)c1ccccc1NS(=O)(=O)c1cc([N+](=O)[O-])ccc1Cl | 0 | 4
O=C1CCC/C=C\C[C@@H](CC(=O)N(CCO)Cc2ccccc2)C(=O)NCCO1 | -8 | 5
COC(=O)c1ccc2c(c1C(=O)OC)CN(S(=O)(=O)C(C)(C)C)[C@H]2CCO | 3 | -1
CNC(=O)COC(=O)c1c2c(nc3ccccc13)CCC2 | -3 | 3
Cc1nc2c3cnn(-c4ccc(C)c(C)c4)c3ncn2n1 | 17 | -2
Cc1oncc1-c1csc(-c2ccccc2Cl)n1 | 10 | 8
C/C(=N\NC(=O)CN(c1ccccc1Br)S(C)(=O)=O)c1ccc2c(c1)OCCO2 | 9 | -8
O=C(Nc1ccc(-c2ccccc2)cc1)c1ccc2c(c1)S(=O)(=O)c1ccccc1C2=O | -9 | 2
Cc1nc(SCC(=O)NCc2ccco2)nc(C)c1C | -17 | 6
COc1ccccc1NC(=O)c1ccc(NC(=O)C2CC2)cc1 | -6 | 10
COCCCN1C(=O)C(CC(=O)NCc2cccc3ccccc23)CC(C(=O)N(C)C)=C1C (stereo not drawn) | 10 | -7
CC1CCC(N(CCCN)Cc2ccco2)CC1C (stereo not drawn) | 4 | 1
Cc1cccc(N2C(S)=C(C#N)C(=O)NC2c2ccco2)c1 (stereo not drawn) | -5 | 4
Cc1ccc(NC(=O)C(C)OC(=O)COc2cccc(C(F)(F)F)c2)cc1S(=O)(=O)N1CCOCC1 (stereo not drawn) | -17 | 4
CCOC(=O)C1C(=O)C=C(N2CCOCC2)CC1c1cccc(OC)c1 (stereo not drawn) | 12 | -6
CN(C)c1ccc(N=C/C=C2\N(C)c3ccccc3C2(C)C)cc1 | -20 | 10
OCC1(CCOc2ccccc2)CCN(Cc2ccc3c(c2)OCCO3)CC1 | 5 | -4
Cn1c(N)cc(-c2ccc(F)cc2)c(C#N)c1=O | 7 | -2
Cc1cc(C)cc(OCC(=O)N/N=C/c2ccncc2)c1 | -4 | 2
Cn1c(-c2ccccn2)[n+](C)c2ccccc21 | 1 | -4
COc1ccc(C(=O)Nc2nc3c(s2)Cc2cc(OC)ccc2-3)cc1 | 24 | 7
CC(C)NC(=S)N/N=C/c1cccs1 | 9 | -4
O=C(Nc1nc2ccccc2[nH]1)c1ccc(Cl)c([N+](=O)[O-])c1 | 1 | 11
Cc1cccc(N2CCN(C(=O)c3c(-c4ccccc4Cl)noc3C)CC2)c1C | 71* | -47*
C=CCNC(=S)N/N=C/c1ccc(C(C)(C)C)cc1 | 4 | 0
COc1ccc(OC)c(S(=O)(=O)NCCc2csc(-c3cccnc3)n2)c1 | -9 | 6
CCCCn1cnc2c(SCc3ccc(Br)cc3)nc(N)nc21 | -3 | 6
COc1ccc(-c2sc3ccc(N4CCOCC4)cc3c2C#CC2(O)CCCCC2)cc1 | 21 | -2
CC(C)(C)n1nnnc1C(c1cccs1)N(Cc1ccccc1)Cc1cccnc1 (stereo not drawn) | -36 | 11
Cn1c(SCc2ccccc2)nnc1-c1ccc2nonc2c1 | -7 | -7
COc1ccc(NC2SC(=O)N(C)C2=O)cc1 (stereo not drawn) | -5 | 6
CC(C)(C)OC(=O)NCCCCCNC(=O)c1nc[nH]c1C(=O)NCc1ccccc1 | 11 | 0
CN(C(=O)c1ccccc1C(=O)OCC(=O)Nc1ccc(OC(F)F)cc1)c1ccccc1 | 11 | -3
Cc1sc2ncn(CC(=O)OC(C)C(=O)NC(C)(C)C)c(=O)c2c1C (stereo not drawn) | -3 | -2
COC(=O)c1sccc1NC(=O)C1CC(C)=C(C)CC1C(=O)O (stereo not drawn) | 2 | -5
Further results follow:
SMILES | TAG inh | TAG inh DAPI viability
CCCCCc1nnc(NC(=O)C2COc3ccccc3O2)s1 (stereo not drawn) | 1 | 2
Oc1ccccc1-c1nc(NCc2cccnc2)c2ccccc2n1 | -8 | 16
CCCC(=O)C1=C(O)C(C(=O)OC)C(C)(C)CC1=Nc1ccccc1 (stereo not drawn) | -7 | -13
COc1ccccc1N1CCN(C(=O)Nc2cccc(C)c2)CC1 | 33 | -19
CCOc1cc(C(=O)OCC(=O)Nc2cc(C)on2)ccc1OCC(C)C | 1 | -2
CCOC(=O)C1=C(COCCN)NC(C)=C(C(=O)OC)C1c1ccccc1Cl (stereo not drawn) | 12&44&41 | 26&20&23
CCOC(=O)COc1cc(=O)n(CC)c2ccccc12 | 13 | -4
FC(F)(F)c1cccc(N2CCN(c3nnnn3-c3ccccc3)CC2)c1 | -13 | -6
Cc1cc(C(=O)OCC(=O)Nc2nc(-c3ccccc3)cs2)c(C)o1 | 28 | 4
CCOCCCNC(=O)C(c1ccc(OC)cc1)N(Cc1ccc2c(c1)OCO2)C(=O)c1ccccn1 (stereo not drawn) | 20 | -18
Cc1ccc2c(c1)C(c1ccncc1)=NNC(c1ccc(F)cc1)=N2 | 14 | -9
Cc1nn(Cc2ccc(C(=O)N3CCOCC3)o2)c(C)c1Br | 12 | -8
Cc1cccc(C2c3[nH]c4ccccc4c3CCN2C(=O)Cc2n[nH]c(C)n2)n1 (stereo not drawn) | -5 | 7
O=C(NCc1ccncc1)c1cccc(S(=O)(=O)N2CCc3ccccc32)c1 | -11 | -9
COc1cc(/C=C/C(=O)OCC(=O)NCCCc2ccccc2)cc(OC)c1OC | -1 | 0
Cc1c(C(=O)Nc2ccccc2)cnn1-c1ccccc1 | 2 | 5
COCCN1C(=O)N[C@@H](c2ccccc2)[C@H](C(=O)OC)[C@H]1C | -9 | -8
c1ccc(NCCC2OCC3(CO2)COC(CCNc2ccccc2)OC3)cc1 (stereo not drawn) | 6 | 1
